# PREPL inhibitor: PREPL enzyme inhibitors, primary screen, biochemical, fluorescence polarization; inhibition, % at 5.96 µM; Prolyl endopeptidase-like (Homo sapiens), Q4J6C6; 320,000 tested, 0.68% active; recombinant PREPL, fluorescence polarization activity-based probe; AID 2751, 2010; in the data active = inhibition above about 43%;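 also: 0% = enzyme with DMSO and 100% = wells lacking enzyme; many of its hits are not listed in these tables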
# pPAFAH FP inh: pPAFAH enzyme inhibitors, primary screen, biochemical, fluorescence polarization, human; Platelet-activating factor acetylhydrolase (Homo sapiens), Q13093; recombinant pPAFAH, FP-rhodamine probe fluorescence polarization; inhibition, % at 3.39 µM; 330,000 tested, 1.5% active;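 active = inhibition above the mean inhibition across the screen plus 3 SD, cut at about 25% in these data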;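 also: inhibitors block binding of the rhodamine activity-based probe so polarization drops; 0% = enzyme with DMSO and 100% = wells lacking pPAFAH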
# Target sequence (Q13093 whole entry, looked up): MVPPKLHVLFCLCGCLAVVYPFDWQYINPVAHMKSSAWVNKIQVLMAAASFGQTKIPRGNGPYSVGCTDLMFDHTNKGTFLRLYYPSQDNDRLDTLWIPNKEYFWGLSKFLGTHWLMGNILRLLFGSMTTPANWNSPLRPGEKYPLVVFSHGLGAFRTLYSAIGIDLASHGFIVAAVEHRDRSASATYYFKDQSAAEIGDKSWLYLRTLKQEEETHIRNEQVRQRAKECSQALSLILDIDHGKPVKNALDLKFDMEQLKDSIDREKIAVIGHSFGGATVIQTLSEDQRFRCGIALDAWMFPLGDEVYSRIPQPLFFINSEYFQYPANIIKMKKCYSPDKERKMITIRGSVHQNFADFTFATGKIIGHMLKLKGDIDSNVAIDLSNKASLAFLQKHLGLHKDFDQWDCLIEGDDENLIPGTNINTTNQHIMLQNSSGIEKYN
# PAFAH1B2 inh: PAFAH1B2 enzyme inhibitors, primary screen, biochemical, fluorescence polarization, human. inhibition, % at 3.39 µM. 340,000 tested, 1.2% active. Platelet-activating factor acetylhydrolase IB subunit alpha2 (Homo sapiens), P68402. recombinant PAFAH1B2, FP-rhodamine activity probe;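 active = inhibition above the mean of all tested compounds plus 3 SD, cut at about 24% in these data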;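 also: 0% = enzyme with DMSO and 100% = wells lacking PAFAH1B2; many of its hits are not listed in these tables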
# LYPLA2 counter: LYPLA2 inhibitors, primary screen, counter-screen for PME1 inhibitor project, biochemical, fluorescence polarization, FP-Rh probe ABPP | 320,000 tested, 0.38% active | recombinant LYPLA2 | AID 2177, 2009 | inhibition, % at 5.9 µM | Acyl-protein thioesterase 2 (Homo sapiens), O95372;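 active = inhibition above the screen-wide mean plus 3 SD, limit set per campaign, cut at about 26% in these data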;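 also: 0% = LYPLA2 with DMSO and 100% = wells lacking LYPLA2 enzyme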
# EBNA-1 inhibitor: EBNA-1 DNA-binding inhibitors, primary screen, biochemical, fluorescence polarization | inhibition, % at 14.8 µM | 300,000 tested, 0.34% active | AID 1950, 2009; in the data active = inhibition above about 28%
# ZTA DNA inh: blocks Epstein-Barr virus ZTA, an EBNA-1 counter-screen. P03206. ZTA-DNA binding, fluorescence polarization. inhibition, % at 11 µM. 320,000 tested, 0.15% active. AID 2234; in the data active = inhibition above about 33%
# Target sequence (P03206 whole entry, looked up): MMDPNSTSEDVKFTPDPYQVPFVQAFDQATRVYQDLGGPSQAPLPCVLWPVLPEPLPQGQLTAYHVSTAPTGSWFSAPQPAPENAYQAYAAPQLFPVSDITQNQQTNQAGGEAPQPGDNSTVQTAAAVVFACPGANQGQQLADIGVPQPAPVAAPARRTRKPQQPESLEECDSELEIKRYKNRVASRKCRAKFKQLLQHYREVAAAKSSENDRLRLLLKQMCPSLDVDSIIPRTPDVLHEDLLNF
# LYPLA1 inh: LYPLA1 inhibitors, primary screen, counter-screen for PME1 inhibitor project, biochemical, fluorescence polarization, FP-Rh probe ABPP | Acyl-protein thioesterase 1 (Homo sapiens), O75608 | recombinant LYPLA1 | inhibition, % at 5.9 µM | 320,000 tested, 0.16% active | AID 2174, 2009;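 active = inhibition above the mean of all tested compounds plus 3 SD, set per campaign, cut at about 14% in these data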;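 also: inhibitors block serine hydrolase probe labeling of LYPLA1 so polarization falls; 0% = enzyme with DMSO and 100% = wells lacking LYPLA1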
# PAFAH1B3 inh: PAFAH1B3 enzyme inhibitors, primary screen, biochemical, fluorescence polarization, human; recombinant PAFAH1B3, FP-rhodamine probe; inhibition, % at 3.39 µM; 340,000 tested, 0.28% active;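 active = inhibition above the screen-wide average of all tested compounds plus 3 SD, cut at about 25% in these data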;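 also: 0% = enzyme with DMSO only and 100% = wells lacking PAFAH1B3 protein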
# Target sequence (Q15102 whole entry, looked up): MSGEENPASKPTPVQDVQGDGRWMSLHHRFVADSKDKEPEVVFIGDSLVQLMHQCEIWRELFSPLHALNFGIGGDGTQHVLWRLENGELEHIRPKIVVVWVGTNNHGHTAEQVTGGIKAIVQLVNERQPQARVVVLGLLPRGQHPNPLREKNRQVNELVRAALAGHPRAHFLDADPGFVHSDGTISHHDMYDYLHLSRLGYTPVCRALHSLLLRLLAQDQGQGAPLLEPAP
# PAFAH2 inh: PAFAH2 enzyme inhibitors, primary screen, biochemical, fluorescence polarization, human; Platelet-activating factor acetylhydrolase 2, cytoplasmic (Homo sapiens), Q99487; 340,000 tested, 0.99% active; inhibition, % at 3.39 µM; recombinant PAFAH2, FP-rhodamine activity probe;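 active = inhibition above the mean over all tested compounds plus 3 SD, cut at about 30% in these data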;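 also: inhibitors block probe labeling of enzyme so polarization drops; 0% = enzyme with DMSO and 100% = wells lacking PAFAH2 protein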
# * marks the source's active call; other numbers are inactive results; / = not tested or not shown. Not all compounds are listed (hit frequency here may not be typical).
SMILES,PREPL inhibitor,pPAFAH FP inh,PAFAH1B2 inh,LYPLA2 counter,EBNA-1 inhibitor,ZTA DNA inh,LYPLA1 inh,PAFAH1B3 inh,PAFAH2 inh
CC(=O)Nc1nnc(S(N)(=O)=O)s1,11.1,3.0,7.1,3.1,-2.0,-10.0,5.1,9.2,1.4
Clc1ccc(-c2nnc(SCc3nc4ccccc4s3)o2)cc1,-6.4,5.2,-2.9,0.0,4.3,3.6,-3.0,-6.9,-2.3
COC(=O)c1c2c(nc3ccccc13)CCC2,4.2,-0.1,2.0,-6.1,3.3,5.1,-1.2,11.1,-13.5
OCCSc1nc(N2CCOCC2)nc(N2CCOCC2)n1,4.0,-2.9,-4.8,4.0,-2.9,3.6,1.4,-2.8,3.2
Cn1ncc(Br)c1C(=O)N1CCCC1,-2.5,-1.2,1.9,-1.7,3.3,1.7,-1.1,-1.8,4.2
O=C(NCC1CCCO1)c1cc(NS(=O)(=O)c2cccs2)cc(NS(=O)(=O)c2cccs2)c1 (centres undefined),0.3,-3.4,4.8,-5.1,-1.8,-4.5,0.6,1.3,8.2
CCCC(=O)Nc1ccc(N2CCN(C(=O)c3cccs3)CC2)cc1,6.2,3.0,2.5,7.5,-5.8,-3.5,-1.3,2.4,-0.6
CN(C)CCCn1c(=O)n(C2CCCCC2)c(=O)c2c3c(sc21)CCCCC3,17.3,14.5,6.3,2.5,3.7,-1.0,4.0,-0.1,-2.9
CCOC(=O)Nc1ccc2c(C)cc(=O)oc2c1,9.0,0.5,4.4,1.6,-12.1,5.9,-0.4,-1.4,-2.5
CCCCn1c(-c2cccs2)nc2nc3ccccc3nc21,-9.0,0.0,-2.3,-2.6,13.3,-6.7,-0.1,5.3,-2.9
COC(=O)C1C/C(=N\NS(=O)(=O)c2ccc(C)cc2)c2ccccc2C1 (centres undefined),5.3,6.3,13.5,-2.2,5.9,-0.5,-1.0,8.2,-4.0
CCc1nc2c(C#N)c(-c3ccc(Cl)cc3)ccn2n1,-3.5,1.4,0.6,5.2,1.9,2.0,-2.5,-5.9,-0.7
Cc1[nH]c2ccccc2c1C(=O)C(=O)NCCc1ccc(S(N)(=O)=O)cc1,3.4,-1.0,-1.6,-2.6,-8.9,-4.6,1.5,4.2,-6.2
CCC(Oc1ccccc1)C(=O)NCc1ccc(S(N)(=O)=O)cc1 (centres undefined),-3.2,2.3,-3.8,-0.1,1.9,-0.4,-0.5,6.6,-12.2
CCOC(=O)CNC(=O)C(=O)c1c(O)[nH]c2ccccc12,-1.4,1.5,7.6,3.5,6.7,-3.4,2.1,3.7,-1.6
O=C(Nc1ccc2c(c1)Cc1ccccc1-2)c1cc2ccccc2o1,-7.2,0.1,2.1,-1.9,23.1,-4.0,3.3,3.5,-4.6
Cc1nnc(N/N=C/c2ccc(-c3ccc(Br)cc3)o2)n1N,19.4,10.1,2.4,2.6,-1.4,-6.0,0.2,1.2,2.7
CCCCOC(=O)C1=C(C)NC(=O)NC1c1ccc(OC)cc1 (centres undefined),6.0,-2.5,3.6,-1.3,-5.0,10.2,-4.1,3.4,-2.9
COc1cc(C(=O)NCCNC(=O)c2ccc(C)nc2)cc(OC)c1OC,5.2,1.8,-3.1,4.2,-6.5,0.5,1.6,5.9,-3.8
O=C(NCc1ccco1)/C(=C/c1cccc([N+](=O)[O-])c1)NC(=O)c1ccco1,-0.7,2.1,-1.0,2.1,-5.8,2.7,0.2,6.3,-0.8
COCCNC(=O)C1CCCN(S(=O)(=O)c2cccc3nsnc23)C1 (centres undefined),22.7,-1.3,-0.5,10.4,4.8,-9.6,5.3,6.7,-0.3
COc1ccc(C(C)=O)cc1CSc1nnc(Nc2ccc(C)cc2)s1,3.4,15.9,2.1,10.1,-3.9,-7.3,-0.8,0.8,5.7
CCN(CCO)Cc1csc2cc(C)ccc12,9.0,-2.4,1.6,1.1,0.2,5.9,2.9,4.2,-6.9
CCOc1ccc(OCCCC(=O)Nc2nc3ccccc3[nH]2)cc1,-10.8,-1.0,1.6,-1.5,6.7,2.2,1.2,5.0,-2.4
Cc1cc(OCC(=O)Nc2ccc(CCO)cc2)c2c(C)c(C)c(=O)oc2c1,4.5,2.5,2.8,7.3,-4.5,-15.8,-1.1,8.6,3.3
O=C(NC(=S)Nc1ccccc1N1CCOCC1)c1ccc(-c2ccccc2F)o1,-0.9,-1.1,-5.1,1.1,0.8,4.5,-0.2,-5.3,-6.8
Cc1ccc(/C=C(\NC(=O)c2ccccc2)C(=O)N2CCCC2C(=O)O)cc1 (centres undefined),8.2,-9.2,5.2,0.0,-0.5,-3.4,2.9,3.0,3.0
NC(=O)[C@@H]1CCCN1Cc1c(C(=O)N2CCc3ccccc3C2)nc2ccc(Cl)cn12,15.7,9.0,10.9,-4.2,6.6,5.2,-2.4,-0.6,-2.2
Cc1ccc2c(c1)N(C(C)C(=O)NCc1cccs1)C(=O)CO2 (centres undefined),5.7,-2.2,2.2,5.5,-5.3,-1.3,3.2,9.6,-4.4
CCOc1cnc(-c2c(-c3c(F)cccc3Cl)noc2C)o1,4.4,0.1,0.6,-3.8,-4.2,-3.0,1.0,5.1,-9.8
CN(c1cccc(NC(=O)c2ccccc2N(C)S(C)(=O)=O)c1)S(C)(=O)=O,5.2,3.9,8.0,4.7,1.6,4.8,-3.0,8.9,4.4
CCOC(=O)c1c(N)sn(-c2ccccc2)c1=S,-6.7,7.3,2.0,4.6,1.3,-12.3,2.5,7.2,4.5
CO/N=C/CC(=O)c1ccc(OC)cc1,-2.8,0.5,-2.6,-4.2,0.8,10.3,-1.9,-3.4,-1.6
COc1cc2c(cc1OC)C(C)N(C(=O)CCc1c[nH]c3ccccc13)CC2 (centres undefined),0.4,3.7,1.4,3.5,-1.9,-7.5,-0.3,5.3,0.6
CC(=O)Nc1ccc(NC(=O)COc2ccc(-c3ccc(C#N)cc3)cc2)cc1,2.2,0.5,-3.3,-9.5,-2.2,12.2,-3.1,0.1,4.8
Cn1nc2c(c1C(=O)O)CCCC2,-2.6,0.3,4.6,3.4,1.9,3.2,2.4,2.6,0.0
N#Cc1ccccc1OCC(=O)OCC(=O)N1CCCC1,13.6,4.3,0.4,/,/,/,/,4.7,8.3
COCCNc1nc(C)c(C(C)=O)s1,-3.2,-1.1,2.4,3.7,-7.0,6.4,2.7,10.5,0.1
Cc1c(C(=O)c2ccc(F)cc2F)c2ccccn2c1CCC#N,19.6,19.4,3.8,9.3,-9.4,-19.6,4.0,13.9,1.9
Cc1ccc(CNC(=O)c2ccc(N3CCC4(CC3)CC(c3ccccc3)=NO4)c(NC(=O)c3ccc(Cl)c([N+](=O)[O-])c3)c2)cc1,9.6,3.5,1.4,-9.4,7.6,14.7,-7.0,-7.1,-9.3
CCn1c(=O)c(C(=O)Nc2ccccn2)c(O)c2ccccc21,-1.1,-0.9,-0.5,-11.2,6.3,11.9,-2.5,5.3,5.6
CC(C)Oc1ccc(Cn2c(=O)sc3ccccc32)cc1,14.2,4.8,-3.6,1.1,-1.3,12.0,-1.3,0.7,-5.7
O=C(Nc1ccc(Oc2ccsc2C(=O)O)cc1)c1ccccc1F,7.9,6.0,1.7,6.2,9.0,-1.8,-1.7,1.0,1.0
O=C(Nc1nc(-c2cccnc2)cs1)c1cccc([N+](=O)[O-])c1,16.9,1.7,-3.2,3.1,4.4,-7.9,1.4,1.3,-4.0
COc1cc2[nH]c(Cl)c([N+](=O)[O-])c2cc1OC,-1.3,0.7,5.8,4.5,4.7,10.4,0.3,-0.7,3.9
CC(C)N1CCN(c2ccncc2S(=O)(=O)N2CCOCC2)CC1,2.7,2.5,1.7,-1.4,-4.8,-6.7,-3.4,3.8,2.6
CC1=C(C(=O)OC2CCC(C)CC2)C(c2ccc(O)c([N+](=O)[O-])c2)NC(=O)N1 (centres undefined),-2.6,0.8,15.0,3.9,-11.5,-4.0,-0.6,5.7,8.3
Cc1nc2sc3c(c2c(=O)n1N)CCC3,0.7,4.0,-3.9,-1.5,-3.1,7.6,-2.8,3.9,8.3
COCCNC(=O)Cn1nc(-c2ccccc2)c2ccccc2c1=O,-3.6,5.0,1.9,3.6,-5.2,-1.1,-2.2,1.1,0.8
CNC(=O)c1cc2ncc(C(F)(F)F)cc2s1,-4.0,1.7,-0.6,-3.7,-6.5,13.5,-3.2,-0.7,-0.2
COc1cc(OC)c(OC)cc1C=NCC1(c2ccccc2)CCCC1,-8.0,1.8,11.9,8.5,6.1,2.9,4.9,6.2,1.4
CC12CCCCC1N(O)C(=O)C(=O)N2O (centres undefined),2.9,-2.6,7.3,-4.2,-8.6,-18.9,-1.4,10.7,-3.3
CCOc1ccc(C2NC(=O)NC(C)=C2C(=O)OCc2ccccc2)cc1 (centres undefined),-4.9,3.4,3.0,6.7,2.8,3.1,1.3,1.9,0.2
COc1cc2ccccc2cc1C(=O)N1CCCC(C(F)(F)F)C1 (centres undefined),17.5,1.4,0.6,3.7,/,7.5,0.2,9.2,6.4
COCCCNc1nc2ccccc2nc1NS(=O)(=O)c1ccccc1,13.5,-1.4,6.7,2.3,-8.1,-3.7,-1.4,6.7,-1.9
Brc1ccc(Nc2ncnc3[nH]ncc23)cc1,5.6,-1.6,/,-7.5,-3.6,-8.0,-6.1,/,/
Cc1cc(NC(=O)CSc2nc3c(C)c(C)ccc3cc2C)no1,4.1,-0.2,2.2,-4.5,-4.2,-9.1,0.4,-3.9,-4.5
CCC(OC(C)=O)c1cc2c(cc1[N+](=O)[O-])OCCO2 (centres undefined),-8.0,0.5,2.9,-0.9,7.6,-7.3,-2.9,1.4,1.0
CC1NC(=O)NC1CCCCC(=O)O (centres undefined),4.6,-2.1,3.5,0.0,-11.3,3.4,-0.9,3.4,2.2
CCOC(=O)c1c(CS(=O)(=O)c2ccccc2)n(C)c2cc(Br)c(O)cc12,-4.6,5.2,0.5,0.6,12.7,-0.8,-4.9,-2.6,-1.1
# (listing goes on)
SMILES,PREPL inhibitor,pPAFAH FP inh,PAFAH1B2 inh,LYPLA2 counter,EBNA-1 inhibitor,ZTA DNA inh,LYPLA1 inh,PAFAH1B3 inh,PAFAH2 inh
O=C(CCc1ccccc1)Nc1cccc(NC(=O)CCc2ccccc2)c1,6.2,5.0,3.2,-0.5,4.5,5.8,-7.4,4.7,-11.0
Cc1ccc(N2C(=O)c3cccc4cccc(c34)C2=O)cc1,-0.2,-1.2,5.0,-0.7,0.5,13.9,0.4,1.4,5.6
CCOC(=O)[C@@H]1[C@H]2COc3ccccc3[C@@H]2N2C(=O)N(c3cccc(C)c3)C(=O)[C@@]12C,-69.5,4.0,1.2,/,/,/,/,7.3,7.1
Nc1nc(NCCCN2CCOCC2)nc(NCc2ccccc2)c1[N+](=O)[O-],-10.4,5.7,0.2,-0.8,1.2,15.2,-4.3,5.6,6.0

# Compound activity deposited in PubChem BioAssay by The Scripps Research Institute Molecular Screening Center.
